IMPase Li inh: cell-permeable IMPase inhibitors with lithium potentiation; CHO-M1 cells, IP1 TR-FRET (IP-One), carbachol + lithium; Potency, µM (top dose mostly 59.4 µM), for inactives: at the highest dose activity, negative = IMPase inhibition, most hits filed as inhibitors; 210,000 compounds, 0.35% hits; AID 1457;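 also: IP1 builds up when IMPase is blocked and the TR-FRET signal falls; potency is read from the fitted curve at half-maximal effect; plate controls were basal vehicle for no effect and high inhibitor control for full effect; nearly all actives have a fitted effect of over 50% in size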
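CHO cells stably expressing M1 receptor (2000/well) were cultured 16–30 h, then exposed to compounds with a small lithium addition for 30 min at 37C. IP1 was measured by TR-FRET competition; AC50 from Hill fits.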
HTT ATP protect: Huntington cell model cytoprotection by ATP luminescence; AID 1471; Potency, µM (titrated, usually from 56.4 µM), without a hit: cytoprotection (ATP increase), usual class: activators; 230,000 compounds, 0.14% hits; PC12 HTT-Q103 induced, cytoprotection, ATP luminescence, 40 h;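 also: potency is read from the fitted curve at half-maximal effect; % of control where 0% means no effect; nearly all actives have a fitted effect of over 45% in size; toxic huntingtin expression switched on by the ecdysone agonist tebufenozide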
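Readout: ATPlite luminescence (ATP level). Model: stable PC12, inducible Htt exon1 Q103-GFP. Inducer: tebufenozide, 100 nM final. Compounds: dose series. No G418 in medium.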
CBFb RUNX1 block: inhibitors of human CBF-beta and RUNX1 interaction; Q01196+Q13951; AlphaScreen CBFb-His/RUNX1-biotin binding, biochemical; Potency, µM (top dose mostly 59.8 µM), inactives show at the top dose activity, negative = inhibition, most hits filed as inhibitors; 230,000 tested, under 10 active; also: % of control where 0% means no effect
Target sequence (Q01196 whole entry, looked up): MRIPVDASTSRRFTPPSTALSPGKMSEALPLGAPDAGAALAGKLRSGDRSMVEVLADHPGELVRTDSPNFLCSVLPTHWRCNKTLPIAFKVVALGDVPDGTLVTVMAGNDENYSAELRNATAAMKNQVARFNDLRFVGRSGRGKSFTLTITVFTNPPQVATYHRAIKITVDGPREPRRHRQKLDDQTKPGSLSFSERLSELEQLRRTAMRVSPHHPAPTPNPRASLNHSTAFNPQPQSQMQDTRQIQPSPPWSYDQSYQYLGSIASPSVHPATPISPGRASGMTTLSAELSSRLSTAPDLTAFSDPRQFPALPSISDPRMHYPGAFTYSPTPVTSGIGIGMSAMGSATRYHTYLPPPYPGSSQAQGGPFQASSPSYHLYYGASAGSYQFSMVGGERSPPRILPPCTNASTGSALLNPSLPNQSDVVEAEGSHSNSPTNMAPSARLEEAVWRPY
Target sequence (Q13951 whole entry, looked up): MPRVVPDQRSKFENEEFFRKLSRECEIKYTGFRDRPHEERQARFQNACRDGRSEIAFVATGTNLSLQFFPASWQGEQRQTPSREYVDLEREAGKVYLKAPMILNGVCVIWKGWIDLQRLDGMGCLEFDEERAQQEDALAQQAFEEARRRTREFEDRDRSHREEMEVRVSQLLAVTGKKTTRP
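His-tagged CBF-beta and biotinylated RUNX1 (30 nM each) were premixed 20 min at room temperature, exposed to compound for 15 min, then given nickel-chelate and streptavidin AlphaScreen beads (50 ng each). After 90 min, AlphaScreen signal was read.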
SMN2 splice enh: SMN2 splice variant enhancement. HEK293 SMN2-luciferase splicing reporter, luminescence, 30-36 h. Potency, µM (top dose mostly 46.1 µM), without a hit: at the top dose activity change, positive = activation, usual class: activators. 210,000 compounds, 2.8% hits; also: potency is read from the fitted curve at half-maximal effect; % of control where 0% means no effect; nearly all actives have a fitted effect of over 55% in size
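HEK293 cells carry an SMN2 minigene-luciferase reporter in which exon 7 inclusion puts luciferase in frame. Cells were seeded at 2000 cells/well, attached for 10-12 hours, then exposed to compounds for 30-36 hours at 37C before ONE-Glo luminescence.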
KinaseGlo FLuc: counter-screen: inhibitors of Kinase-Glo firefly luciferase. Q27757. Kinase-Glo luciferase, ATP luminescence, 8 min. Potency, µM (doses to about 38.3 µM), for inactives: at the highest dose activity change, negative = inhibition, usual class: inhibitors. 200,000 compounds, 0.28% hits; also: potency is read from the fitted curve at half-maximal effect; % is scaled to controls: 0 for no effect and ±100 for the full control effect; nearly all actives have a fitted effect of over 60% in size
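Kinase-Glo luciferase light output from ATP and luciferin was measured with 10 uM ATP, within the enzyme's linear range. Buffer: 50 mM imidazole pH 7.2, 50 mM KCl, 7 mM MgCl2, 0.01% Tween 20, 0.05% BSA; luminescence read after 8 min at ambient temperature.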
HttQ103 aggreg: inhibitors of mutant huntingtin aggregate formation in PC12 cells; PC12 HttQ103-GFP aggregates, Acumen cytometry, 40 h; Potency, µM (series often up to 46.1 µM), for inactives: at the top dose activity change, negative = inhibition, actives largely listed as inhibitors; 220,000 compounds, 1.1% hits; also: potency is read from the fitted curve at half-maximal effect; % is scaled to controls: 0 for no effect and ±100 for the full control effect; nearly all actives have a fitted effect of over 60% in size
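Aggregate formation scored by laser-scanning cytometer (488 excitation, 500–530 emission) in lysed PC12 cells expressing Q103-GFP after 100 nM tebufenozide induction; library tested in dose series, with ATPLite reagent added in the multiplex.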
LMNA splice mod: changes lamin A minigene splicing in HeLa cells. HeLa LMNA splicing GFP/RFP minigene ratio, 48 h. Potency, µM (series often up to 46.1 µM), for inactives: at the highest dose ratio change, negative = inhibition, most hits filed as inhibitors. 200,000 compounds, 0.01% hits; active = well fitted inhibition curve with a large enough effect in the signal ratio, with a control signal flat, not every such curve was filed as active; inconclusive = small, poorly fitted or top-dose-only effect, or effect the other way, or a change in a side signal; the % refers to the signal ratio; also: potency is read from the fitted curve at half-maximal effect; % is scaled to controls: 0 for no effect and ±100 for the full control effect
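S3 HeLa cells stably expressing lamin A-EGFP splicing minigene plus DsRed2, 600 cells/well, 48 h compound exposure at 37C. Laser-scanning cytometry; analysed as GFP (500-530 nm)/RFP (575-640 nm) total intensity ratio; 0.5% DMSO vehicle.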
* = called active by the depositor; ? = inconclusive; . = not tested or not shown; & = joins results of further samples; [ ] = another dose, or the depositor's remark. Unless noted, calls follow the shape of the dose curve; as a rule, active = well fitted curve in the direction sought with a large enough effect; inconclusive = small, poorly fitted or top-dose-only effect, or another doubt; inactive = no such curve, though single readings can be large; an effect the other way counts as inactive or inconclusive.

item	structure	IMPase Li inh	HTT ATP protect	CBFb RUNX1 block	SMN2 splice enh	KinaseGlo FLuc	HttQ103 aggreg	LMNA splice mod
1	O=C(c1cc2cc(Br)ccc2o1)N1CCCC1	5.7%	-53.1%[inhibitor]	7.2%	26.4%	0.3%	-12.0%	?
2	Cn1c(=O)n(Cc2ccccc2)c(=O)c2c1nc1n2CCN1Cc1ccco1	6.9%	-53.3%[inhibitor]	3.2%	-12.5%	-3.5%	-7.6%	0.6%[46 µM]
3	Cc1ccc2cc(CN(C(=O)c3cccnc3)C(C)C)c(=O)[nH]c2c1	16.9%[38.3 µM]	-2.1%	-2.1%	?	-4.9%	-0.2%	-0.2%
4	O=C(Cn1cccc1C(=O)c1ccccc1)NCCN1CCCCCC1	.	10.1%	-5.7%	.	.	3.1%	2.7%
5	Cc1ccc(-n2c(C)cc(C(=S)N3CCOCC3)c2C)cc1C	10.9%[38.3 µM]	-61.7%[inhibitor]	-14.5%	-19.6%	-0.4%	-12.6%	2.0%
6	Cc1ccc(NC(=O)C2CCCN2S(=O)(=O)c2ccc3c(c2)n(C)c(=O)c(=O)n3C)cc1 (stereo not given)	.	0.9%[10 µM]	6.2%	-2.4%	.	9.3%[9.22 µM]	.
7	Cc1ccc2[nH]c(CCN(C)C)c(CC#N)c2c1	19.7%[38.3 µM]	-10.9%[1.9 µM]	1.9%	14.1%	0.2%	-17.7%	6.6%
8	Cc1cccc(N2C(=O)SC(N(CC(=O)O)c3cccc(C)c3)C2=O)c1 (stereo not given)	1.5%[38.3 µM]	-11.7%	0.5%	3.7%	5.1%	22.6%	-3.3%
9	CCc1nc2c(sc3nc4c(cc32)COC(C)(C)C4)c(=O)n1Cc1ccco1	38.6%[activator][38.3 µM]	-29.8%	-3.6%	-36.5%[inhibitor]	0.7%	-7.7%	?
10	COc1cc(NC(=O)C2=C(N3CCOCC3)/C(=C\c3ccc(N(C)C)cc3)CCC2)cc(OC)c1OC	0.2%	.	-13.9%	-24.4%	-3.0%	29.3%	?
11	Cc1cc(C2(c3ccc(O)c(C)c3)OC(=O)c3ccccc32)ccc1O	12.4%	.	-23.6%	?	1.8%	19.8%	?
12	Cc1cc(NC(=O)c2ccc(NC(=O)C3CC3)cc2)no1	2.0%	-14.2%[10 µM]	-1.9%	25.2%	-4.7%	1.5%	.
13	CCCN(CCC)CCCOC(=O)c1ccc(Cl)cc1Cl	46.7%[activator][38.3 µM]	14.7%	0.9%	-10.5%	20.7%	20.0%	-4.2%
14	NC(=O)c1c(NC(=O)Cn2nc(C(=O)O)c3ccccc3c2=O)sc2c1CCCC2	.	4.3%[10 µM]	-1.1%	.	.	14.9%[9.22 µM]	.
15	Cc1occc1-c1nnc(SCC(=O)Nc2nc(C(C)(C)C)cs2)o1	4.8%[38.3 µM]	-26.7%	-1.8%	2.5%	-2.0%	-20.5%	?
16	C=CCN(C(=O)c1cccc(S(=O)(=O)N2CCN(C)CC2)c1)c1nc(-c2ccccc2)cs1	33.6%[38.3 µM]	-24.8%	-19.4%	-67.7%[inhibitor]	-2.9%	?	?
17	COC(=O)C1=CN(C(C)C)C=C(C(=O)OC)C1c1cc2c(cc1Br)OCO2	-11.3%[38.3 µM]	32.2%[10 µM]	?	20.5%	0.1%	-13.9%	-19.6%
18	O=C(c1ccccc1F)N1CCN(c2cnn(-c3cccc(Cl)c3)c(=O)c2Cl)CC1	-15.5%	.	2.2%	-102.9%[inhibitor]	2.3%	-23.3%	.
19	CN(C)CCOC(c1ccc(Cl)cc1)c1ccccn1 (stereo not given)	31.1%&21.5%	-240.9%&-20.3%&-54.5%[inhibitor]	7.1%&0.3%	-8.5%&-1.6%	-7.1%&-1.4%	1.1%&19.3%	?
20	Nc1nonc1-c1nc2ccccc2n1CC(=O)Nc1ccccc1	.	17.4%[10 µM]	5.6%	.	.	20.2%[9.22 µM]	.
21	CC(=O)Nc1ccc(CN2CCCC(C(=O)c3ccc(C(F)(F)F)cc3)C2)cc1 (stereo not given)	19.0%	5.3%[10 µM]	13.4%	.	.	-0.3%[9.22 µM]	.
22	CNC(=S)NN(c1ccccc1)c1ccccc1	1.1%[38.3 µM]	-17.2%	-1.7%	?	-1.4%	-2.3%	-0.7%
23	CCCCCCOC(=O)C(C#N)c1nc2ccccc2nc1N1CCN(C)CC1 (stereo not given)	12.5%[38.3 µM]	-55.5%[inhibitor]	5.5%	-11.2%	0.8%	?	-7.5%
24	COc1ccccc1C(=O)Nc1ccc2c(c1)nc(CCNC(C)=O)n2C	2.6%[38.3 µM]	4.4%[1.9 µM]	2.0%	?	-2.9%	-2.9%	1.7%
25	N#CC1=C(N)OC2=C(C(=O)CCC2)C1c1ccccc1 (stereo not given)	0.0%[38.3 µM]	-12.7%[10 µM]	-1.8%	-17.3%	-0.1%	17.9%	1.7%
26	O=C(CN1C2=NCCCN2c2ccccc21)c1ccc(Br)s1	11.5%[38.3 µM]	-32.6%[10 µM]	3.4%	7.6%	0.6%	-20.9%	?
27	CCC(C)(C#CCN1CCCCC1)OCCC#N (stereo not given)	4.2%	.	2.0%	13.7%	-6.5%	1.4%	3.8%
28	O=C(CSCc1ccccc1)NC1CCSC1=O (stereo not given)	4.0%[38.3 µM]	4.3%	5.3%	-0.7%	3.0%	-20.6%	6.7%
29	Nc1nc(SCc2nc3sc4c(c3c(=O)[nH]2)CCCC4)n[nH]1	2.2%	-5.8%[10 µM]	-1.8%	10.1%	-2.3%	-10.5%	?
30	COc1ccc(C(=O)NC2CCN(CC(=O)Nc3cccc(C)c3)CC2)cc1OC	3.3%	-9.6%[10 µM]	7.7%	-20.6%	0.8%	-11.5%	-1.9%

Single records, as listed above:
Profile of NC(=O)c1c(NC(=O)Cn2nc(C(=O)O)c3ccccc3c2=O)sc2c1CCCC2 : IMPase Li inh: .; HTT ATP protect: 4.3%[10 µM]; CBFb RUNX1 block: -1.1%; SMN2 splice enh: .; KinaseGlo FLuc: .; HttQ103 aggreg: 14.9%[9.22 µM]; LMNA splice mod: .
Profile of Cc1ccc2[nH]c(CCN(C)C)c(CC#N)c2c1 : IMPase Li inh: 19.7%[38.3 µM]; HTT ATP protect: -10.9%[1.9 µM]; CBFb RUNX1 block: 1.9%; SMN2 splice enh: 14.1%; KinaseGlo FLuc: 0.2%; HttQ103 aggreg: -17.7%; LMNA splice mod: 6.6%

The listing continues:
item	structure	IMPase Li inh	HTT ATP protect	CBFb RUNX1 block	SMN2 splice enh	KinaseGlo FLuc	HttQ103 aggreg	LMNA splice mod
31	COCCCN(C(=S)Nc1cc(C)cc(C)c1)C(C)c1ccncc1 (stereo not given)	1.1%	-2.3%[10 µM]	5.6%	-25.6%[1.84 µM]	-1.1%	17.7%	?
32	COc1ccc(C)cc1S(=O)(=O)NC1CCCCC1C (stereo not given)	18.8%[38.3 µM]	-9.1%[0.074 µM]	5.8%	17.3%	2.5%	6.8%	2.2%
33	COc1ccc(NC2CC(=O)N(CCc3ccccc3)C2=O)cc1 (stereo not given)	-0.2%	7.1%[10 µM]	15.3%	-15.7%	1.0%	1.3%	-3.9%
34	N#Cc1c(SCc2ccccc2)sc(C(=O)c2ccccc2)c1N	9.5%[38.3 µM]	-28.7%	2.3%	-1.0%	0.6%	6.5%	21.2%
35	O=C(CSc1nc2c(cnn2-c2ccccc2)c(=O)[nH]1)NC1CCS(=O)(=O)C1 (stereo not given)	-5.1%	-8.6%[10 µM]	3.5%	3.1%	-0.8%	12.3%	-0.1%[46 µM]
36	CC(C)(C)C(=O)OCOP(=O)(OCOC(=O)C(C)(C)C)C(C)(Oc1ccc(O)cc1)P(=O)(OCOC(=O)C(C)(C)C)OCOC(=O)C(C)(C)C	-18.4%	-36.1%[inhibitor]	5.7%	.	-8.2%[39.9 µM]	.	.
37	CCOc1ccc(NC(=O)CCC(=O)N/N=C/c2ccc3c(c2)OCO3)cc1	-0.8%	-1.2%	3.9%	6.6%	-3.6%	-11.2%	3.9%[46 µM]
38	CCn1nc(C(=O)NNC(=O)COc2ccc(OC)cc2)c2ccccc2c1=O	-0.8%	.	4.2%	9.7%	1.9%	-1.7%	?
39	CCCn1nnnc1NC(=O)COc1ccc(Cl)c(C)c1	1.4%	18.2%[10 µM]	-19.4%	9.0%	0.9%	-0.1%	-6.9%
40	OCCC1CN(Cc2ccc3cc(Cl)ccc3n2)CCN1Cc1ccsc1 (stereo not given)	.	5.3%	-1.6%	.	.	0.9%	.
41	Cc1ccsc1C(=O)C1CCCN(Cc2cccn2-c2ccc(Cl)cn2)C1 (stereo not given)	.	-28.3%	-0.9%	.	.	-0.5%	.
42	CCCCC(CC)CNS(=O)(=O)c1ccc2c(c1)CCN2C(=O)CCC(=O)O (stereo not given)	-12.3%[38.3 µM]	-7.2%	0.1%	20.1%	0.3%	12.4%	2.7%
43	COc1cccc(CNC(=O)CSCc2cnn(-c3ccccc3)c2-n2cccc2)c1	15.4%[38.3 µM]	-11.6%	-8.6%	0.1%	-3.6%	-17.7%	?
44	CC(Sc1ccccc1)C(=O)NN=C1CCCCCC1 (stereo not given)	-2.6%	?	4.6%	-10.9%	-0.1%	22.5%	6.3%[46 µM]
45	O=S(=O)(Nc1ccc(Cc2ccncc2)cc1)c1ccc(Cl)cc1	4.3%	-39.4%[10 µM]	5.7%	.	-0.8%	?	-0.7%[46 µM]
46	Cc1ccc(NC(C(N)=O)c2c(C)[nH]c(=O)[nH]c2=O)cc1 (stereo not given)	22.5%[38.3 µM]	0.5%	2.7%	-0.1%	6.4%	-2.5%	-5.1%
47	CC1(c2ccc(OCC#N)cc2)C=C(c2ccc(OCC#N)cc2)n2nc(C(F)(F)F)nc2N1 (stereo not given)	14.5%	.	-25.2%	-52.5%[inhibitor]	-0.2%	4.3%	?
48	CCOC(=O)c1c(NC(=O)C(C)Sc2cccc[n+]2[O-])sc2c1CCN(Cc1ccccc1)C2 (stereo not given)	6.1%	-1.8%[10 µM]	-25.0%	-8.3%	0.0%	-2.0%	?

Source: PubChem (National Center for Advancing Translational Sciences (NCATS))
